# Source: PubChem BioAssay (several laboratories)
# FLuc inh counter = Photinus pyralis luciferase inhibition counter-screen. P08659. ATPLite firefly luciferase biochemical luminescence, 10 min. inhibition, % at 10 µM. 1.5% of 200,000 active. AID 1006;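 active = inhibition above about 50% when tested at 10 µM, limit read from the data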
# Target sequence (P08659 whole entry, looked up): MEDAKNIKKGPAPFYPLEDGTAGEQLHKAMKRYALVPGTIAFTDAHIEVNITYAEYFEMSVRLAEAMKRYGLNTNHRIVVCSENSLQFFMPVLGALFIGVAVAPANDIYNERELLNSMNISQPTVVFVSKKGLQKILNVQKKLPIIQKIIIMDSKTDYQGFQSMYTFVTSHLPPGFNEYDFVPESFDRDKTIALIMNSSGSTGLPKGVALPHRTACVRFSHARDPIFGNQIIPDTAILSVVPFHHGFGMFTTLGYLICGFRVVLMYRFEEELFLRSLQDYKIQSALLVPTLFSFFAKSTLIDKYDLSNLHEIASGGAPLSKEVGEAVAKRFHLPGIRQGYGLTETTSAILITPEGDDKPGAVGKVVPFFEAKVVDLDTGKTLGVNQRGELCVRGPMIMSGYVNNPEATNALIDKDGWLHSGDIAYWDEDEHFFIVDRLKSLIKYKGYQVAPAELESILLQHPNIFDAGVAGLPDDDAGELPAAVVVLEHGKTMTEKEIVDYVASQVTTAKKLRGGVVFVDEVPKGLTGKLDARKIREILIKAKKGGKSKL
# L major viab = Leishmania major promastigote growth inhibition; Leishmania major promastigotes, resazurin fluorescence viability; inhibition, % at 10 µM; 9% of 200,000 active; AID 1063; in the data active = inhibition above about 50%;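 also: promastigotes grown with compound for 44 hours at 28 °C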
# bIAP act = intestinal alkaline phosphatase (bovine) activation. purified bovine IAP, CDP-star luminescence, 30 min; stronger effect = higher value; fold of DMSO-control signal, blank-subtracted. activation factor at 20 µM. 0.17% of 200,000 active. AID 1016;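 active = activation factor of 2 or more at 20 µM, a signal rise over negative controls twice the positive control's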
# TNAP act hiacc = increases human TNAP activity under high phosphate acceptor concentration | P05186 | purified TNAP, CDP-star luminescence, 1 M DEA, 30 min; stronger effect = higher value; 0 = EDTA background, 1 = DMSO-only activity | activation factor at 20 µM | 200,000 tested, under 10 active | AID 1136;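 active = activation factor at least 2 at 20 µM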
# Target sequence (P05186 whole entry, looked up): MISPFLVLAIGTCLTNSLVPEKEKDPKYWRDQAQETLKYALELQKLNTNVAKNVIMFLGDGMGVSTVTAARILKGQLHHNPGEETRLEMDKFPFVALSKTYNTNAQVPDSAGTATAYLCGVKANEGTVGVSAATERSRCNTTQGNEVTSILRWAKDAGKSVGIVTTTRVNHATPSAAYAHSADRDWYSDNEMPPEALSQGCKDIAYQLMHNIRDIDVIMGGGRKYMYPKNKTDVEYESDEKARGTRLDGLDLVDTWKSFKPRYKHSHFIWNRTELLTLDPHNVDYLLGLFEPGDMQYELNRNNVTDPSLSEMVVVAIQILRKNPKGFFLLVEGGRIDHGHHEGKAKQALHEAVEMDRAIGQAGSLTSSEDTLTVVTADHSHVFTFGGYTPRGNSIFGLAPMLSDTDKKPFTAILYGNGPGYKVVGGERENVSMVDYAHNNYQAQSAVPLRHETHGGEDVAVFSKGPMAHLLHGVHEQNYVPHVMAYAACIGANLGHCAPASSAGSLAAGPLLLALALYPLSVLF
#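 system = human TNAP | amount = enzyme diluted 1/800 final | reagent = 100 µM CDP-star substrate | signal = luminescent substrate turnover signal | dosing = one dose, 20 µM | benchmarks = EDTA negative control, DMSO positive control | measure = activation factor | timing = 30 min reaction, room temperature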
# FLuc act counter = firefly luciferase counter-screen for stimulation assays. ATPlite luciferase biochemical, luminescence, 10 min; 0 = ATP-free wells, 1 = DMSO control. P08659. 200,000 tested, under 10 active. activation factor at 10 µM;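 active = luciferase activation factor, scaled between plate controls, of at least 2 with compound at 10 µM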
#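 test system = cell-free luciferase reagent | medium = PBS as buffer for the ATP substrate | dosing = test compounds dosed from 2 mM stocks in 100% DMSO | incubation = 10 min at ambient temperature | detection = luminescence measurement of luciferase light output | benchmarks = low control with PBS replacing ATP, high control enzyme plus ATP without compound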
# APP transl inh = APP translation inhibition | inhibition, % at 2 µM | SH-SY5Y APP 5'UTR-luciferase reporter, luminescence | 0.82% of 190,000 active;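 active = inhibition above a set limit, derived from the sample mean plus 3 SD, cut at about 45% in these data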; also: values of inactives mirror those of a sister screen read the other way
# bIAP inhibitor = intestinal alkaline phosphatase (bovine) inhibition; purified bovine IAP, CDP-star luminescence, 30 min; inhibition, % at 20 µM; 190,000 tested, under 10 active; AID 1019;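 active = over 50% inhibition of intestinal alkaline phosphatase at 20 µM in the single-dose screen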
#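 System: Purified bovine intestinal alkaline phosphatase (IAP) enzyme | Input: IAP diluted 1/65,000,000 in the well | Also added: CDP-star chemiluminescent phosphatase substrate, 30 µM final | Dosing: 20 µM single dose | Times: Enzyme reaction for 30 min at room temperature | Detection: Luminescence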
# TNAP inh hi DEA = blocks human TNAP under high phosphate acceptor concentration; P05186; purified TNAP, CDP-star luminescence, 1 M DEA; inhibition, % at 20 µM; 0.03% of 200,000 active; AID 1135;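 active = over 50% inhibition of tissue-nonspecific alkaline phosphatase at 20 µM in the single-dose screen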;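 also: plate controls were DMSO wells for no effect and EDTA-quenched wells as full inhibition for full effect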
# RAM network inh = yeast RAM network inhibition | 1.8% of 190,000 active | S. cerevisiae dse1pr::URA3 reporter, 5-FOA growth OD615, 2 d; analog-sensitive cbk1-as2 kinase mutant strain | inhibition, % at 50 µM;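 active = inhibition above a set limit, 3 SD over mean compound inhibition, cut at about 8.4% in these data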;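 also: 0% = DMSO-only wells with no growth and 100% = 10 µM 1-NA-PP1 full growth; inhibition rescues growth on 5-FOA so higher OD means more RAM inhibition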
# TNAP inh noacc = blocks human TNAP activity with no phosphate acceptor present; P05186; purified TNAP, CDP-star luminescence, 30 min; inhibition, % at 20 µM; 0.26% of 200,000 active;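 active = tissue-nonspecific alkaline phosphatase inhibition above about 50% at 20 µM in the single-dose screen, limit read from the data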;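 also: 0% = DMSO negative control and 100% = EDTA positive control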
# An asterisk follows results filed as active; x = not tested or not shown.
Molecule,FLuc inh counter,L major viab,bIAP act,TNAP act hiacc,FLuc act counter,APP transl inh,bIAP inhibitor,TNAP inh hi DEA,RAM network inh,TNAP inh noacc
COc1cccc(NC(=O)c2ccccc2-c2nc(-c3cccc(C)c3)no2)c1,-2,20,1,1.1,1,-14,1,-8,6.2,-7
Cc1ccc2cc(C(c3nnnn3Cc3ccccc3)N3CCc4ccccc43)c(=O)[nH]c2c1 (stereo not given),-6,42,0.9,1,1.1,x,6,-2,1.5,-16
O=C(CSc1nc2cc(Cl)ccc2o1)N1CCOCC1,-1,0,0.9,1,1,-2,6,0,1.4,-11
C(=N\Nc1ccc2ccccc2n1)/c1ccc2c(c1)OCO2,87*,52*,1.1,1,0.1,-227,-10,-4,0.0,-20
COC1=CC(=O)OC12CCCCC2,-6,6,0.9,1.1,1.1,7,11,-7,0.1,-15
O=C(Nc1cc(S(=O)(=O)N2CCOCC2)ccc1O)c1ccc2c(c1)S(=O)(=O)c1ccccc1C2=O,-9,-13,0.9,1,1.1,-42,8,-1,7.7,1
O=c1[nH]c(NCCO)nc2c1C1(CCCCC1)Cc1ccccc1-2,-4,8,0.9,1,1,-8,12,-3,7.0,-2
O=C(Nc1ccncc1)C1COc2ccccc2O1 (stereo not given),-2,1,1,1,1,6,3,-1,-0.3,-5
Cc1ccc(CNC(=O)C(=O)NCC2OCCN2C(=O)c2ccc(Cl)cc2)cc1 (stereo not given),1,-4,1.1,1,1,22,-10,0,2.2,-7
O=C(NNc1nc(-c2ccccc2)cs1)c1ccc(F)cc1,-8,9,1.3,1,1.1,-9,-30,1,2.9,-100
COc1cc2nc(SCc3ccc(C(F)(F)F)cc3)n(Cc3cccs3)c(=N)c2cc1OC,-6,7,0.9,1,1.1,7,5,-1,2.9,-2
CCOC(=O)C1CCN(C(=O)c2ccc(OCC)c(OCC)c2)CC1,-3,-3,1,1,1,0,0,-1,0.2,-9
O=C(COc1ccccc1)Nc1ccc(S(=O)(=O)N2CCCC2)cc1,-9,10,0.7,1.1,1.1,-10,31,-10,0.9,10
O=C(c1ccco1)N1CCN(S(=O)(=O)c2ccc(F)cc2)CC1,0,3,0.8,1,1,-2,19,1,0.5,-4
O=c1c(CN2CCN(c3ccccn3)CC2)coc2ccccc12,0,63*,1,1,1,-1,-4,4,0.0,1
CCCCN1CN(S(=O)(=O)c2cccs2)c2nc3ccccc3nc21,2,4,0.9,1,1,-11,13,2,2.5,-6
Cc1cccc(OCc2nnc(SCC(=O)Nc3ccc(C)c(Cl)c3)o2)c1,-5,1,1,1,1.1,-28,4,0,6.3,-12
c1ccc(CCNc2ncnc3scc(C4COc5ccccc5O4)c23)cc1 (stereo not given),1,85*,0.8,1,1,-2,20,0,0.8,-12
CCNc1ccc(Br)cc(C(=O)/C=C/c2ccc(Cl)cc2Cl)c1=O,3,98*,1,0.9,1,-16,3,6,4.4,16
CC(C)NC(=O)c1ccc2c(c1)S(=O)(=O)c1ccccc1C2=O,-5,7,0.9,1,1,-18,7,-5,4.6,-5
O=c1c(O[C@@H]2O[C@H](CO)[C@H](O)[C@H](O)[C@H]2O)c(-c2ccc(O)c(O)c2)oc2cc(O)cc(O)c12,2,x,1.1,0.8,1,x,-7,16,x,41
CC(=NC(C)C)C1=C(O)CCC1=O,1,-7,0.9,1,1,-12,6,-2,1.1,-8
Cc1nn(Cc2ccc(Cl)cc2)c(C)c1NC(=O)CSc1n[nH]c(C)c1[N+](=O)[O-],-5,-8,1.1,1,1,3,-9,2,1.3,12
O=C(CSc1nc2c(c(=O)[nH]1)CCCC2)Nc1ccc(Cl)cc1F,0,3,1,1,1,4,3,-3,5.4,-3
O=C(Oc1coc(CSc2ncccn2)cc1=O)c1ccco1,3,0,1,1,1,13,-3,-1,0.5,-5
CCN(CC)S(=O)(=O)c1cc([N+](=O)[O-])ccc1NNC(=O)Nc1ccccc1,-5,31,0.8,0.9,1,-30,16,13,3.1,16
CC(=O)c1c(C)nc(-c2ccccc2)n1O,1,0,0.9,1,1,-13,8,-2,2.3,-8
Cc1nn(Cc2ccc(C(=O)Nc3nc4c(C)cccc4s3)o2)c(C)c1Br,-7,21,1,1.1,1.1,4,1,-5,3.5,-10
COc1ccc(NS(=O)(=O)c2ccc(S(=O)(=O)N3CCCC3)cc2)cc1Cl,-7,4,1,1,1.1,x,-2,-3,3.6,-11
O=c1c2ccccc2nc(N/N=C/c2ccccc2)n1O,90*,-4,1.3,1,0.1,-5,-32,-1,1.1,-48
CCOc1ccc(CC(=O)Nc2c(C(N)=O)oc3ccc(Br)cc23)cc1OCC,3,-1,1,1,1,12,3,-4,3.8,2
O=C(NCc1ccccc1)C12CN(Cc3ccccc3)CC1C(c1ccc([N+](=O)[O-])cc1)=NO2 (stereo not given),-8,11,0.9,1.1,1.1,-18,8,-6,1.1,0

# Another view of part of the listing above:
# Below each compound: FLuc inh counter	L major viab	bIAP act	TNAP act hiacc	FLuc act counter	APP transl inh	bIAP inhibitor	TNAP inh hi DEA	RAM network inh	TNAP inh noacc
- CCOc1ccc(CC(=O)Nc2c(C(N)=O)oc3ccc(Br)cc23)cc1OCC
  3	-1	1	1	1	12	3	-4	3.8	2
- Cc1nn(Cc2ccc(C(=O)Nc3nc4c(C)cccc4s3)o2)c(C)c1Br
  -7	21	1	1.1	1.1	4	1	-5	3.5	-10
- O=C(NCc1ccccc1)C12CN(Cc3ccccc3)CC1C(c1ccc([N+](=O)[O-])cc1)=NO2 (stereo not given)
  -8	11	0.9	1.1	1.1	-18	8	-6	1.1	0

# New compounds follow
Molecule,FLuc inh counter,L major viab,bIAP act,TNAP act hiacc,FLuc act counter,APP transl inh,bIAP inhibitor,TNAP inh hi DEA,RAM network inh,TNAP inh noacc
O=C(NCC1CCCO1)C(c1ccc(F)cc1)N(Cc1ccc2c(c1)OCO2)C(=O)c1ccc(CN2CCOCC2)o1 (stereo not given),-1,-2,1.2,1,1,2,-16,1,-0.4,-3
O=C(CC1Oc2ccccc2NC1=O)NCc1ccc(Cl)cc1 (stereo not given),-2,-6,0.9,1,1,14,7,-4,4.2,-12
Cc1sc(NC(=O)C2C3C=CC(C3)C2C(=O)O)c(C(N)=O)c1-c1ccc(C(C)C)cc1 (stereo not given),-6,-6,1,1.1,1.1,5,0,-5,-1.3,-11
COc1ccc(S(=O)(=O)N(CC(=O)NCCCN(C)C)c2ccc(C)cc2)cc1OC,-4,11,1,1,1,9,-3,-1,2.7,-9
COCN(C#N)c1nc(N(C)C)nc(N(C)C)n1,-8,11,1,1.1,1.1,6,2,-7,-0.6,-13
COc1ccc(OC)c(C2CC(=O)N3CN(c4ccccc4F)CSC3=C2C#N)c1 (stereo not given),-6,2,1,1,1.1,-6,0,-3,3.0,0
COc1cccc(/C=N\NC(=O)c2ccc(Cn3cc(Br)c([N+](=O)[O-])n3)o2)c1O,21,100*,1.2,1,0.8,43,-16,0,1.5,-40
Cn1c(NCc2ccc(Cl)cc2)nc2ccccc21,51*,31,1,1,0.5,-70,0,0,1.4,-7
Cc1ccc(-c2csc3ncnc(-n4nnc5ccccc54)c23)cc1,-9,4,0.9,1,1.1,-13,10,0,2.1,-12
CCn1c(C)[n+](CCCS(=O)(=O)[O-])c2cc(Cl)c(Cl)cc21,-6,-10,0.9,1.1,1.1,-20,5,-6,2.0,-8
CC(C)(C)OC(=O)N1CCC(C(=O)N[C@@H](Cc2ccccc2)C(=O)O)CC1,-5,-3,0.9,1.1,1,4,8,-5,-0.9,-14
CC1CCCC(C)N1C(=O)Cc1ccccc1 (stereo not given),-2,-1,1,1.1,1,15,2,-6,0.0,-17
O=C(CSc1nnc2c(Cl)cc(Cl)cn12)N1CCN(S(=O)(=O)c2ccccc2)CC1,-6,4,1,1,1.1,-3,4,-4,2.4,-6
CC(Sc1ccc2nnc(-c3ccc(F)cc3)n2n1)C(=O)O (stereo not given),-6,-11,0.9,1.1,1.1,8,12,-7,4.6,-9
CCc1ccccc1N1C(=O)c2cccc3c(N4CCOCC4)c([N+](=O)[O-])cc(c23)C1=O,-4,-3,1,0.9,1,-9,4,8,5.3,4
COc1ccc(-c2nc(CS(=O)CC(=O)NCc3cccnc3)c(C)o2)cc1 (stereo not given),1,7,1.1,1,1,0,-5,-4,4.4,-13
CC(=O)Nc1ccc(OC(F)(F)C(F)C(F)(F)F)c(NC(C)=O)c1 (stereo not given),-7,-7,0.9,1,1.1,14,7,2,-0.6,-8
CCCOC1CCCN(C(=O)CCc2nnc(Cc3cccc(C)c3)o2)C1 (stereo not given),-7,-4,1,1.1,1.1,-13,3,-6,1.6,-10
O=C(CSc1ccc2ccccc2n1)Nc1ccc(N2CCOCC2)cc1,-5,4,1.1,1,1.1,-6,-8,-2,2.0,-5
Cc1oc2c(CN(C)C)c(O)ccc2c(=O)c1-c1ccc2ccccc2n1,-6,76*,0.9,1.1,1.1,12,6,-8,-0.8,-14
O=C1c2ccccc2C(=O)C1c1ccc2ccccc2n1,91*,33,0.6,1,0.1,-129,41,2,2.2,1
O=C1CCC2=C(CCCC2=O)N1,-4,-3,0.9,1.1,1,-17,6,-6,-0.6,-9
CCOC(=O)CC(=O)CSc1nc(C)cc(-c2cccnc2)c1C#N,-6,-6,0.9,1.1,1.1,-17,10,-6,2.5,-16
CC(C)(C)c1ccc(OCC(=O)Nc2ccc3c4c(cccc24)C(=O)NC3=O)cc1,-6,13,1.3,1,1.1,16,-26,-1,1.0,-23
CC1CN(c2ccccc2)CCN1Cc1nc(Cc2ccccc2)no1 (stereo not given),-6,1,0.9,1.1,1.1,4,5,-6,-0.4,-12
CCC(=O)N1CCc2cc(Br)cc(S(=O)(=O)CCC(=O)NCc3ccco3)c21,-5,0,0.9,1,1.1,-10,8,1,-0.1,-7
O=C(CCCCn1c(=O)[nH]c2ccccc2c1=O)N1CCN(c2cccc(C(F)(F)F)c2)CC1,-6,82*,1,1,1.1,6,-3,1,2.1,4
NC(=O)Cc1ccc(Nc2nnc(-c3ccccc3)c3ccccc23)cc1,31,3,0.9,0.9,0.7,-11,7,6,-0.6,-7
O=C(c1ccc(-n2nc(C(F)(F)F)c3c2CCCC3)cc1)N1CCOCC1,-3,-1,1,1,1,-6,-1,-1,-1.9,-5
Cc1ccc(NC(=O)C(NC2CCCc3ccccc32)c2ccccc2)c([N+](=O)[O-])c1 (stereo not given),-5,89*,1,0.9,1,-13,0,7,1.2,-2
C[C@@H](C(=O)NCc1ccc(S(C)(=O)=O)cc1)[C@H]1C[C@]1(C)[C@H](NC(=O)OCc1ccccc1)c1ccccc1,2,-3,1.2,1.1,1,4,-20,-9,9.2*,-12
COc1ccc(-c2nn(-c3ccccc3)cc2/C=C/C(=O)N2CCN(c3ccccn3)CC2)cc1,-4,21,1,1,1,-2,1,-4,-0.6,-6

# No enrichment for hits; 13% or so of the library scored in one or more.
